RAD52 anneal inh: RAD52 (human) annealing inhibition | P43351 | recombinant RAD52 DNA annealing, FRET fluorescence | inhibition, % at 18.7 µM | 360,000 compounds, 0.46% hits;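 active means every replicate showing at least 50% inhibition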
Target sequence (P43351 whole entry, looked up): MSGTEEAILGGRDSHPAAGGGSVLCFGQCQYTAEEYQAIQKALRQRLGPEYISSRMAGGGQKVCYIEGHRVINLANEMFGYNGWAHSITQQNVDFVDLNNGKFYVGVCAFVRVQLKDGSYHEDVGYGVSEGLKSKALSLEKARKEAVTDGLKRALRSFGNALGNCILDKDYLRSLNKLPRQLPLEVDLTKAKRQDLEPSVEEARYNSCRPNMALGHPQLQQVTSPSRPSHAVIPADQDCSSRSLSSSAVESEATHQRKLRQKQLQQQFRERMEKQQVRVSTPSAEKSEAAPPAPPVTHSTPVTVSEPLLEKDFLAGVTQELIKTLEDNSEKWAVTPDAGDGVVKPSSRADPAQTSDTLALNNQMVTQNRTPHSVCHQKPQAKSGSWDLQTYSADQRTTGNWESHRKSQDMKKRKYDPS
EWS-Fli inh: inhibitors of EWS/Fli oncoprotein transcriptional activity. inhibition, % at 12.6 µM. A673 NR0B1-luciferase reporter, viability-normalised. 350,000 compounds, 0.67% hits;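 active means mean inhibition of at least 50% after viability correction, with every replicate also passing that limit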;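 further: firefly luciferase signal divided by Alamar Blue viability fluorescence both relative to DMSO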
S100A4 MyoIIA: inhibitors of human S100A4 binding to myosin IIA peptide. S100A4/TAMRA-MyoIIA peptide fluorescence polarization. inhibition, % at 10.7 µM. 360,000 compounds, 0.14% hits. AID 652163;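 active means mean inhibition of at least 70% across replicates, with every replicate also reaching that level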
Target sequence (P26447 whole entry, looked up): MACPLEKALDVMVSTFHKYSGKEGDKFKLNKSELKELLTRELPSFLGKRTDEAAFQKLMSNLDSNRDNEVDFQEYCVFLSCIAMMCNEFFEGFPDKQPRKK
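Test system: S100A4 monomer protein; Medium: HEPES pH 7.2 with CaCl2, KCl, NaCl, DTT, Triton; Probe or stimulus: TAMRA-labelled myosin IIA heavy-chain peptide probe, 5 nM; Doses: one dose per compound; Times: polarization read 5 min after assay mix addition, stable 5–60 min; Benchmarks: neutral control DMSO, positive control TFP.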
Numbers without * were called inactive.

SMILES	RAD52 anneal inh	EWS-Fli inh	S100A4 MyoIIA
COc1ccc(CNC(=O)c2ccccc2[N+](=O)[O-])cc1	-7	7	-17
CC(NC(=O)CSc1ncccn1)c1ccccc1 (centres undefined)	5	-2	0
COc1ccc2[nH]c(C)c(CN3CCCCC3)c(=O)c2c1	-12	-28	3
CC12CN3CC(C)(CN(C1)C3c1ccc3c(c1)OCO3)C2=O (centres undefined)	-17	2	-1
O=C(C1=C[C@@H](c2coc3ccccc3c2=O)C[C@@H](OCCCCO)O1)N1CCCCCCC1	-10	9	-21
Cc1cc(C)nc(SCCn2c(N(C)Cc3ccccc3)nc3c2c(=O)n(C)c(=O)n3C)n1	-8	0	-1
Cc1ccc(C)c(S(=O)(=O)NCCOc2nc(NC(C)C)nc(NC(C)C)n2)c1	6	-4	-4
O=C(O)c1cccc(COc2ccc(CO)cc2Cl)c1	-16	89*	2
C/C(=N\n1c(C)cc(C)c(C#N)c1=O)c1cccs1	-10	3	3
CCOC(=O)C1CCCCN1Cc1cccc(C(F)(F)F)c1 (centres undefined)	-11	1	1
CCn1c(C)nc2cc(S(=O)(=O)C(F)(F)C(F)C(F)(F)F)ccc21 (centres undefined)	-6	3	0
Cc1nc2ncnn2c(N2CCC(C(=O)NCC3CCCO3)CC2)c1Cc1ccccc1 (centres undefined)	-16	12	2
CON1C(=O)CN(C(C)=O)C1c1ccc(Cl)cc1Cl (centres undefined)	-5	5	1
O=S(=O)(NC[C@@H]1CC[C@@H]2[C@@H](CN2Cc2cccc(-c3ccccn3)c2)O1)c1ccccc1	-5	-3	2
COc1ccc(C2c3c(oc4ccccc4c3=O)C(=O)N2CC2CCCO2)cc1 (centres undefined)	6	13	0
COc1ccc(COC[C@]23N=C4Sc5ccc([N+](=O)[O-])cc5C(=O)N4[C@H](c4ccccc4O2)[C@H]3CO[Si](C)(C)C(C)(C)C)cc1	2	8	16
COC(=O)/C(=C\Nc1ccc(Oc2ccccc2OC(C)C)nc1)NC(=O)c1ccccc1	-23	-5	-5
COc1ccc(OC)c(S(=O)(=O)N2CCC(C(=O)Nc3cccc(C)c3)CC2)c1	-11	7	1
CC(C)(C)[C@H]1C=C(C(=O)N2CCCCCCC2)O[C@@H](OCc2ccc(CO)cc2)C1	5	0	3
O=C(c1ccccc1Cl)N1CCCC(c2nc3c(nnn3Cc3ccccc3)c(=O)[nH]2)C1 (centres undefined)	-12	2	-2
Cc1nc(N)sc1N=Nc1ccc(F)cc1	-9	-13	2
CCOC(=O)OC[C@@H]1[C@@H]2NC(=O)N(C)[C@@]1(CO)Oc1ccccc12	7	0	-15
CN(C)/C=N/c1ncnc2c1cnn2-c1ccc(C(F)(F)F)cn1	8	-86	-4
COc1ccc(CN2C(=O)C3C4C=CC(C4)C3C2=O)cc1 (centres undefined)	5	-17	1
COC(=O)c1[nH]c2ccc(F)cc2c1NC(=O)CCN1CCN(C(=O)c2ccco2)CC1	1	8	1
Cc1ccc2cc(C=C(C#N)C#N)c(N3CCCCC3)nc2c1	-141	-10	3
Cc1ccc(C)c(Cc2c(C)nc3c(C(=O)NCc4ccc5c(c4)OCO5)cnn3c2C)c1	-24	10	-6
O=C(NC1CCCCC1)/C(=N\O)c1ccccn1	3	-6	5
c1ccc(-c2nc3nonc3c3nc4ccccc4n23)cc1	-10	1	-8
COc1ccc(C)cc1S(=O)(=O)Nc1ccccc1	-12	-2	2
COC(=O)c1c(C(=O)OC)c(-c2ccc(Cl)c(Cl)c2)n2c1CCC2	-4	7	0
CCOC(=O)CSc1nc2cc(C(=O)NCc3ccco3)ccc2c(=O)n1-c1ccc(F)cc1	-7	-4	0
COc1ccccc1N(CC(=O)Nc1ccccc1C)S(C)(=O)=O	-2	-3	21
CCCC(CCC)C(=O)Nc1cccc(C(=O)O)c1	-18	-3	3
O=C(c1cnn2c1NC(c1ccc(Br)cc1)CC2C(F)(F)F)N1CCN2CCCC2C1 (centres undefined)	2	0	-3
COc1cccc(CN2C[C@H]3O[C@H](CNS(=O)(=O)c4cn(C)cn4)CC[C@H]32)c1	-2	-6	9
Cn1ccnc1Sc1nc2ccccc2nc1NS(=O)(=O)c1ccccc1	-26	-6	-2
Cc1ccc(S(=O)(=O)N(c2cccc(C(F)(F)F)c2)C2C=CS(=O)(=O)C2)cc1 (centres undefined)	-5	-2	-1
CN1C(=O)CSc2ccc(NC(=O)Nc3ccccn3)cc21	-107	-160	46
Cc1cccc(NC(=O)c2ccccc2O)c1C	13	-25	-5
COc1ccc(C(C)=O)cc1CSc1nnc(-c2ccccc2O)n1-c1ccccc1	-2	13	1
OC[C@H]1CC[C@@H]2O[C@H](CCc3ccc(-c4ccc(F)cc4)cc3)[C@@H](n3cc(C4CC4)nn3)C[C@@H]2O1	23	-1	22
CC(C)(O)c1cn([C@H]2C[C@@H]3O[C@@H](CO)CC[C@@H]3O[C@@H]2CCc2ccc(-c3ccncc3)cc2)nn1	-20	4	-5
COc1ccc(O/C(=N\S(=O)(=O)c2ccccc2)c2ccccc2)cc1	-8	-2	3
CCn1c(CNC(=O)Cc2ccc(OC)cc2)nnc1SCC(=O)c1ccc(Br)cc1	0	12	0
COc1ccc(-c2noc(CN3CCC(Cc4ccccc4)CC3)n2)cc1	-44	-4	-1
CC(C)C(c1nnnn1C1CCCCC1)N1CCc2ccccc2C1 (centres undefined)	-11	15	3
NC(=S)Nc1nc2ccccc2[nH]c1=O	-4	-6	21
O=C(NC[C@H]1CC[C@@H]2[C@@H](CN2Cc2cccc(Cl)c2)O1)C1CC1	-10	-5	11
COCc1cn([C@@H]2C[C@@H]3O[C@H](CO)CC[C@@H]3O[C@@H]2CCc2ccc(-c3ccc(OC)cc3)cc2)nn1	6	-8	-35

The list goes on.
SMILES	RAD52 anneal inh	EWS-Fli inh	S100A4 MyoIIA
CCCC[C@@H](O)C1=C(COc2ccccc2)C[C@H]2C(=O)N(Cc3ccccc3)C(=O)[C@H]2[C@H]1CO	5	4	-34
Cc1nn(-c2ccccn2)c2c1C(c1ccncc1)C1=C(CC(C)(C)CC1=O)N2 (centres undefined)	-15	7	4
O=C(Nc1ccn(Cc2c(F)c(F)cc(F)c2F)n1)c1ccc(COc2ccccc2Cl)cc1	-17	20	-3
CC(=O)c1cccc(NC(=O)N2CCN(S(C)(=O)=O)CC2)c1	-6	3	-1
CC(Oc1ccc(Cl)cc1Cl)C(=O)NCCN1CCOCC1 (centres undefined)	5	3	-2
COCC#Cc1ccc(CC[C@H]2O[C@H]3CC[C@H](CO)O[C@H]3C[C@H]2n2cc(C3(O)CCCC3)nn2)cc1	0	-11	7
COc1ccc(OC)c(C(=O)CSc2nnc(-c3cccs3)o2)c1	-9	2	6
O=C(NC[C@H]1CC[C@H]2[C@H](CN2C(=O)C2CC2)O1)c1cnccn1	11	14	6
CCn1c(Cc2c(C)[nH]c3ccccc23)nnc1SCC(N)=O	-4	1	4
O=C(Cc1nc(-c2ccc([N+](=O)[O-])cc2)cs1)Nc1ccccc1	-14	-13	-2
COc1cc(C2NC(=O)NC(C)=C2C(=O)OCc2ccccc2)ccc1O (centres undefined)	3	-5	-2
CCC(=O)N[C@@H]1C[C@@H]2O[C@@H](CO)CC[C@@H]2O[C@@H]1CCc1ccc(-c2cccc(OC)c2)cc1	-9	0	1
CCN(CC)CCCNC(=O)c1c(O)c2c([nH]c1=O)CCCC2	-15	-6	-1
O=C(/C=C/c1ccccc1)NC(NC(=S)Nc1cc(Cl)ccc1Cl)C(Cl)(Cl)Cl (centres undefined)	-13	11	2
CCn1c(CC(=O)Nc2cccc(Cl)c2Cl)nnc1SCCOc1ccc(OC)cc1	-21	0	2
O=c1[nH]c(Nc2nc3ccccc3o2)nc2c1CCCC2	0	43	2
CCN(CC)CCN(CC)Cc1ccccc1Br	-5	15	2
Clc1ccc(CNCCC2=CCCCC2)cc1	-7	1	-2
CS(=O)(=O)N[C@@H]1C[C@@H]2O[C@H](CO)CC[C@@H]2O[C@@H]1CCc1ccc(-c2ccccc2F)cc1	-14	-1	12
COc1cccc(-n2nnc3c(=O)n(Cc4ccccc4Cl)cnc32)c1	-11	-13	-3

Just EWS-Fli inh, for some of the entries so far:
compound	EWS-Fli inh
COc1ccc(C)cc1S(=O)(=O)Nc1ccccc1	-2
COC(=O)c1c(C(=O)OC)c(-c2ccc(Cl)c(Cl)c2)n2c1CCC2	7
CCOC(=O)CSc1nc2cc(C(=O)NCc3ccco3)ccc2c(=O)n1-c1ccc(F)cc1	-4
COc1ccccc1N(CC(=O)Nc1ccccc1C)S(C)(=O)=O	-3
CCCC(CCC)C(=O)Nc1cccc(C(=O)O)c1	-3
O=C(c1cnn2c1NC(c1ccc(Br)cc1)CC2C(F)(F)F)N1CCN2CCCC2C1 (centres undefined)	0

(continued)
SMILES	RAD52 anneal inh	EWS-Fli inh	S100A4 MyoIIA
CCO[C@H]1OC(C(=O)NCc2nc3ccccc3[nH]2)=C[C@@H](c2coc3ccccc3c2=O)[C@@H]1CCCO	18	-3	0
O=C(CNCc1ccco1)Nc1ccccc1-n1cccc1	1	4	-10
O=C(CN(Cc1ccccc1)S(=O)(=O)c1ccccc1)NC1CC1	-2	-6	-9
COCCCn1c(SCC(=O)OC2CCCCC2)nnc1-c1ccco1	-4	-5	-7
CCCn1c(=O)c2ccccc2n2c(SCC(=O)/C(C#N)=C(\C)N)nnc12	1	5	1
Cc1cc(CNC(=O)Cc2c(F)cccc2Cl)nn1C	-10	-38	4
Cc1cccc(C(=O)N/N=C/c2ccc(OC3CSC3)cc2)c1	-3	-37	7
N#Cc1cn(CC(=O)NCC2CCCO2)c2ccccc12 (centres undefined)	0	7	9
O=C(N[C@H]1C[C@@H]2O[C@H](CO)CC[C@@H]2O[C@@H]1CCc1ccc(C#CC2CC2)cc1)c1cccc(F)c1	-16	-5	-9
O=C(NC[C@H]1CC[C@H]2[C@H](CN2Cc2cc(-c3ccccc3)on2)O1)c1ccc2c(c1)OCO2	-5	12	3

The last 3 compounds of the section above lead into the next:
SMILES	RAD52 anneal inh	EWS-Fli inh	S100A4 MyoIIA
N#Cc1cn(CC(=O)NCC2CCCO2)c2ccccc12 (centres undefined)	0	7	9
O=C(N[C@H]1C[C@@H]2O[C@H](CO)CC[C@@H]2O[C@@H]1CCc1ccc(C#CC2CC2)cc1)c1cccc(F)c1	-16	-5	-9
O=C(NC[C@H]1CC[C@H]2[C@H](CN2Cc2cc(-c3ccccc3)on2)O1)c1ccc2c(c1)OCO2	-5	12	3
C=C[C@@H](COC(C)=O)N(Cc1ccccc1[N+](=O)[O-])S(=O)(=O)c1ccc(Br)cc1	-9	13	5
Cc1cc(NC(=O)/C=C/c2ccccc2)no1	-9	-96	2
Cc1c(NC(=O)C2C3C=CC(C3)C2C(=O)O)c(=O)n(-c2ccccc2)n1C (centres undefined)	-3	6	-5
Cc1sc(CO)c(Sc2ccccc2)c1C(=O)O	-16	1	-3
Cc1ccc(S(=O)(=O)N2CCN(C)CC2)cc1[N+](=O)[O-]	-8	5	2
COc1ccc2[nH]c(=O)c(CN(CCO)S(=O)(=O)c3ccc4c(c3)OCCO4)cc2c1	-5	-5	-6
Cc1ccc(-c2csc3nc(=O)c(C)nn23)cc1	1	0	-2
COc1ccc(OC)c(C(O)c2coc3ccc(O)c(CN4CCOCC4)c23)c1 (centres undefined)	8	2	-6
CN1c2ccc(C3=CCCCC3)cc2[C@@H]2[C@@H](CCN2C(=O)C2CCCCC2)[C@@H]1CO	8	5	4
NC(=O)[C@H]1[C@@H]2C(=O)O[C@@H](c3ccccc3)[C@@H](c3ccccc3)N2[C@@H](c2ccc(O)cc2)[C@]12C(=O)Nc1ccc(C#CC3(O)CCCCCC3)cc12	19	-5	2
COCCNC(=O)C1CC(c2cccc(OC)c2)=NO1 (centres undefined)	0	1	0
Fc1cc(Br)ccc1NC(=S)NCCc1ccccc1	-5	-19	3
O=c1ccn(C2CC(O)C(COC(c3ccccc3)(c3ccccc3)c3ccccc3)O2)c(=O)[nH]1 (centres undefined)	-2	7	0
CN(C)CC(=O)N[C@H]1C[C@@H]2O[C@@H](CO)CC[C@@H]2O[C@@H]1CCc1ccc(-c2ccc(F)cc2)cc1	19	-14	7
CCO[C@H]1OC(C(=O)NCc2ccccc2)=C[C@@H](c2csc3ccccc23)[C@@H]1CCCO	0	-13	-1
Cc1noc(C)c1NC(=O)NC[C@@H]1CC[C@@H]2[C@@H](CN2Cc2cccc(-c3ccccn3)c2)O1	-2	3	4
Cc1ccc(C2Nc3ccc4ccccc4c3C3=C2C(=O)CC(C)(C)C3)o1 (centres undefined)	-13	-10	-5
CCCCCC(=O)N/N=C/c1ccc([N+](=O)[O-])o1	-24	11	-4
COc1cc(CN2CCN(c3cc(C)ccc3C)CC2)cc([N+](=O)[O-])c1O	-6	-13	2
COC(=O)CSc1nnc(CNC(=O)c2cccs2)n1-c1cc(OC)ccc1OC	-15	3	-10
CC(C)NC(=O)CC(c1ccccc1)c1cc(Br)ccc1O (centres undefined)	-14	7	-5
CC(/C=N\NC(=O)c1cccnc1)c1ccccc1 (centres undefined)	-8	8	3
Fc1ccccc1NC(=S)NN(Cc1ccccc1)c1ccccc1	-12	-5	4
COc1ccc(-c2oc(NC(=O)CSc3ncn[nH]3)c(C#N)c2-c2ccc(OC)cc2)cc1	-54	14	16
COc1ccc(S(=O)(=O)n2cnc3cc(C)c(C)cc32)cc1C	-13	-1	-2
O=c1cc(C(F)F)oc2c1ccc1ccccc12	12	-13	-3
C=C1CC(/C=C/c2cc(OC)c(OC)c(OC)c2)OC1=O (centres undefined)	4	2	-7

Sorted by the number under S100A4 MyoIIA (rising): some entries from above.
smiles | S100A4 MyoIIA
C=C1CC(/C=C/c2cc(OC)c(OC)c(OC)c2)OC1=O (centres undefined) | -7
CC(/C=N\NC(=O)c1cccnc1)c1ccccc1 (centres undefined) | 3
Fc1ccccc1NC(=S)NN(Cc1ccccc1)c1ccccc1 | 4

Screening results (PubChem BioAssay)

An excerpt; count on the stated rates, not on these rows.
